Runt-SMMHC FRET = inhibitors of RUNX1 Runt–CBFb-SMMHC binding, primary screen, biochemical, FRET, Cerulean-Runt, Venus-CBFb-SMMHC, uHTS; inhibition, % at 20 µM; Cerulean-Runt/Venus-CBFb-SMMHC FRET ratio 530/480, 1 h; Runt-related transcription factor 1 (Homo sapiens) + Core-binding factor subunit beta …; AID 1434, 2008; 220,000 tested, 0.74% active;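 active = mean inhibition across duplicate retests at 20 µM reaching about 50%, limit read from the data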;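 also: 0% = DMSO wells and 100% = wells with excess untagged CBFb-SMMHC; inhibitors lower the FRET ratio by blocking Runt binding to CBFb-SMMHC; some results filed as inactive read as strong as hits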
RBBP9 inhibitor = human RBBP9 inhibitors, primary screen, biochemical, fluorescence polarization, FP-Rh probe, HTS | recombinant RBBP9 | 220,000 tested, 0.2% active | AID 1515, 2009 | Serine hydrolase RBBP9 (Homo sapiens), O75884 | inhibition, % at 7.94 µM;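 active = inhibition above the campaign mean of all tested compounds plus 3 SD, cut at about 14% in these data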;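 also: plate controls were DMSO wells with RBBP9 for no effect and wells lacking RBBP9 protein for full effect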
Target sequence (O75884 whole entry, looked up): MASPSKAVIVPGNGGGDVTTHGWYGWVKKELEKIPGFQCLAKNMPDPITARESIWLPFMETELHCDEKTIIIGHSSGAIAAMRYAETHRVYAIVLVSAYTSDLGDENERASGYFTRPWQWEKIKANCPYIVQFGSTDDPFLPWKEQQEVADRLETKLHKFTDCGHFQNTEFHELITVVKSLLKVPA
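Measured by: FP readout at 525/598 nm; material: recombinant human RBBP9; also added: Serine-hydrolase probe FP-Rh, 375 nM pre-mixing; medium: Tris buffer pH 8.0, NaCl, Pluronic; replication: one well per compound; doses: one concentration, 7.94 µM nominal, 0.794% DMSO; timing: preincubation 30 min plus labeling 45 min at 25 °C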
NPY-Y1 PAM-ag = NPY-Y1 receptor potentiators or agonists, primary screen, cell-based; Neuropeptide Y receptor type 1 (Homo sapiens), P25929; NPY-Y1 expressing cells, potentiator/agonist activation; activation, % at 3.6 µM; 220,000 tested, 0.37% active; AID 1304, 2008; in the data active = activation above about 33%, passing the limit was not always enough;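 also: cells stimulated with NPY at EC10 then isoproterenol at EC100; 0% = low agonist plus stimulus and 100% = saturating agonist plus stimulus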
p97 ATPase inh = inhibitors of human p97 ATPase, primary screen, biochemical; Transitional endoplasmic reticulum ATPase (Homo sapiens), P55072; inhibition, % at 8 µM; 220,000 tested, 0.42% active; recombinant p97 ATPase, Kinase-Glo ATP luminescence, 3 h; AID 1481, 2009; in the data active = inhibition above about 15%;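 also: 0% = DMSO vehicle and 100% = wells lacking enzyme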
Target sequence (P55072 whole entry, looked up): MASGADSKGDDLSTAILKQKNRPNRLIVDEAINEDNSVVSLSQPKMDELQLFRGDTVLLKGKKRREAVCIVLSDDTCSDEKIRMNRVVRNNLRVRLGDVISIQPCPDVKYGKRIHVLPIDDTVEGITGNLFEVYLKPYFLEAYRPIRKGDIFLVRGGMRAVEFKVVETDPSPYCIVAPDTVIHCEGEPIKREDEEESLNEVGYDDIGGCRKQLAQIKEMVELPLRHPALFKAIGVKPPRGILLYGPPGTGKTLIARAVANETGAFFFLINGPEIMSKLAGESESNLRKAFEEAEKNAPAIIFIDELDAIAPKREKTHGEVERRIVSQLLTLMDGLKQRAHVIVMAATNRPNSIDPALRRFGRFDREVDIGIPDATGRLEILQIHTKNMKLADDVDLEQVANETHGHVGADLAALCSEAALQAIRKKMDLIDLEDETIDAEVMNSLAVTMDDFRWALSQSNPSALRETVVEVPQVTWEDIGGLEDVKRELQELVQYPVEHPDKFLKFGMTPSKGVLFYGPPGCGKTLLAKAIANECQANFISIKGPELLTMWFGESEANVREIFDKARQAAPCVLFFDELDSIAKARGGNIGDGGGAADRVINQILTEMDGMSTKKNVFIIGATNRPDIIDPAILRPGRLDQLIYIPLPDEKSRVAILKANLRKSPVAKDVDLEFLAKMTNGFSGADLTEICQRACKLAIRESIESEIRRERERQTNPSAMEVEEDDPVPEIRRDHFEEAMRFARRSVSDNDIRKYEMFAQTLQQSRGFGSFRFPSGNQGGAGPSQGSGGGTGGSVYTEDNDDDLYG
NPY2 pot ag = NPY-Y2 potentiators or agonists, primary screen, cell-based. Neuropeptide Y receptor type 2 (Homo sapiens), P49146. cells expressing NPY-Y2, potentiator/agonist read-out. activation, % at 3.6 µM. 220,000 tested, 0.45% active; in the data active = activation above about 27%;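 also: cells stimulated with NPY near EC25 plus isoproterenol at EC100; 0% = vehicle plus submaximal agonist and 100% = vehicle plus saturating agonist; some results beyond the cut were filed as inactive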
NPY Y1 blocker = NPY-Y1 receptor antagonists, primary screen, cell-based | 200,000 tested, 1% active | AID 1040, 2008 | Neuropeptide Y receptor type 1 (Homo sapiens), P25929 | HEK293-CNG Y1 cells, membrane potential fluorescence; NPY at EC95, then isoproterenol | inhibition, % at 3.6 µM;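 active = inhibition above the campaign mean inhibition of all tested compounds plus 3 SD, cut at about 20% in these data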;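 also: 0% = DMSO wells given NPY plus isoproterenol and 100% = isoproterenol alone without NPY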
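Assay system: HEK293 cells with Y1 receptor plus CNG channel | Probe or stimulus: NPY (25 nM), isoproterenol (1 µM), Ro 20-1724 (25 µM) | Timing: Compound incubation 1 h at room temperature, readout 45 min post-stimulation | Measured by: Membrane-potential fluorescent dye readout | Benchmarks: High control isoproterenol alone, low control NPY with isoproterenol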
Runt-CBFb FRET = inhibitors of RUNX1 Runt–CBFb binding, primary screen, biochemical, FRET, Cerulean-Runt, Venus-CBFb, uHTS. 220,000 tested, 0.46% active. Cerulean-Runt/Venus-CBFb FRET ratio 530/480, 1 h. inhibition, % at 20 µM. Runt-related transcription factor 1 (Homo sapiens) + Core-binding factor subunit beta …. AID 1496, 2009;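 active = inhibition over about 50% at 20 µM in the single-dose screen, limit read from the data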;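 also: 0% = DMSO wells and 100% = excess unlabeled CBFb competitor control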
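Assay system: Cerulean-tagged RUNX1 Runt domain (FRET donor) fusion protein / Amount: 100 nM each of Venus-CBFb and Cerulean-Runt domain / Medium: Tris buffer pH 7.5 with salts and BSA / Also added: Venus-CBFb 100 nM / Schedule: 1 h complex formation plus 1 h compound treatment, room temperature / Signal: FRET fluorescence / Read-out: loss of energy transfer signal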
Hck Nef HTS = inhibitors of Nef-activated human Hck kinase, primary screen, biochemical, Z-Lyte FRET, 384-well, Hck-YEEI | Tyrosine-protein kinase HCK (Homo sapiens), P08631 | Recombinant Hck-YEEI plus Nef, Z-Lyte FRET kinase assay | inhibition, % at 20 µM | 220,000 tested, 0.68% active | AID 463187, 2010;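 active = Hck-Nef kinase inhibition above about 50%, limit read from the data; inactive = inhibition below that limit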;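 also: 0% = DMSO with Hck plus Nef and 100% = Hck alone without Nef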
Mdm2 ligase inh = MDM2-luciferase reporter signal enhancers, primary screen, MDM2 E3 ligase inhibitor project, cell-based, luminescence, 1536-well; cell-based MDM2 ubiquitination luciferase reporter, 2 h; 0 = plate control, 100 = twice control, blank-subtracted; 210,000 tested, 0.11% active; signal enhancement, % at 5 µM; E3 ubiquitin-protein ligase Mdm2 (Homo sapiens), Q00987;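 active = signal enhancement of 30% or more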;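 also: luminescence tracks abundance of the self-degrading MDM2-luciferase fusion protein; higher signal means inhibition of MDM2 E3 ligase activity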
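Buffer or medium: Cells held in DMEM | Assay system: Stable mammalian line carrying autodegrading MDM2–luciferase fusion reporter | Quantity: 2000 cells/well | Times: 4 h settle plus 2 h compound, 37 °C | Doses: One concentration, 5 µM, with 0.2% DMSO | Technique: Luminescence with SteadyLite reagent, 15 min at room temperature | Benchmarks: Plate controls and plate blanks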
* = called active by the depositor; x = not tested or not shown.

SMILES	Runt-SMMHC FRET	RBBP9 inhibitor	NPY-Y1 PAM-ag	p97 ATPase inh	NPY2 pot ag	NPY Y1 blocker	Runt-CBFb FRET	Hck Nef HTS	Mdm2 ligase inh
CCCOc1ccc(OCCOCCN2CCc3ccccc3C2)cc1	0	-3	-41	1	-14	10	0	3	-9
O=C(c1cnc2n(c1=O)CCS2)N(c1ccccc1)C1CCCCC1	-11	-5	-7	-1	-10	0	-1	0	-17
Cc1ccc(C(=O)COc2ccccc2-c2ccccc2)cc1C	-6	-7	-15	5	2	2	-2	0	-6
CCC(CC)C(=O)c1c[nH]c(C(=O)NCCCn2ccnc2)c1	3	-2	-3	1	-9	5	1	1	4
Cc1cccc(Nc2nc(-c3ccccc3)c(C(=O)Nc3cccnc3)s2)c1	6	6	-10	-3	8	0	-1	6	-2
COC(=O)c1ccc(NC(=O)C(=O)N2CCN(C(=S)Nc3ccc(OC)cc3)CC2)cc1	0	6	6	2	20	3	0	3	9
COc1ccc(NC(=O)COC(=O)c2ccc(S(=O)(=O)N(C)c3ccccc3OC)cc2)cc1OC	-1	-7	15	-2	9	3	0	1	-8
O=C(Nc1cccc2ncccc12)c1ccc(-c2ccc(Cl)cc2Cl)o1	4	-2	-43	3	-29	6	3	0	-6
CCOC(=O)N1CCC(N(C(=O)Nc2ccc(Cl)c(Cl)c2)C(C)CC)CC1 (centres undefined)	0	-2	1	2	12	1	2	15	-9
Brc1ccc(-c2ncc(-c3ccccc3)cn2)cc1	-3	-3	8	2	11	2	0	-15	-31
CN(C)CCCN=Cc1c(O)n(Cc2ccc3c(c2)OCO3)c(=O)c2ccccc12	15	-9	4	2	-16	2	8	3	-9
CCOC(=O)CC1COCCN1Cc1cn[nH]c1-c1cc(OC)c(OC)c(OC)c1 (centres undefined)	2	-5	6	3	1	x	0	19	-9
C#Cc1ccc([C@H]2C=C(C(=O)N3CCN(Cc4ccccc4)CC3)O[C@@H](OCC)[C@@H]2CCCO)cc1	-5	-8	1	-4	1	-6	-6	16	x
Cc1ccc(-c2nn(C)c(=O)c3ccccc23)cc1S(=O)(=O)NCCN1CCOCC1	2	5	-19	1	-9	-3	1	1	-24
CCc1ccc(NC(=S)Nc2cccc3cnccc23)cc1	24	-4	-10	2	-1	5	38	24	-4
CCC(CC)NC(=O)Nc1cccc(C)c1C	0	-5	-12	3	-4	-3	1	8	-14
Cc1cc2cc3c(cc2nc1SCC(=O)Nc1ccccc1)CCC3	-2	8	18	1	-17	-2	0	0	5
CCN(CC)S(=O)(=O)c1ccc2c(c1)c(=O)c(C(=O)N1CCN(c3ccccc3)CC1)cn2C	0	-4	4	1	1	-7	-1	1	x
c1ccc(-c2cc3c(N4CCN(c5ncccn5)CC4)ncnc3s2)cc1	29	1	-2	8	12	2	-5	3	3
Cc1cccc(OCCCc2c(C)n[nH]c2C)c1	-2	-5	11	1	9	0	-1	2	-4
CC(C)(C)c1ccc(OCC(=O)Nc2ccc3c4c(cccc24)C(=O)NC3=O)cc1	-141	-5	7	3	9	-5	-56	22	-12
Cc1oc(-c2cc(F)ccc2F)nc1CN1CCN(c2ncnc3ccccc23)CC1	-7	-2	19	2	15	-5	-2	-4	20
O=C(c1ccc(N2CCOCC2)cc1[N+](=O)[O-])N1CCOCC1	-2	-7	-7	2	8	0	0	0	-4
CC(C)OCC(O)CS(=O)Cc1ccccc1 (centres undefined)	-5	1	1	1	5	1	0	-1	-11
C[C@H](NC(=O)c1nc[nH]c1C(=O)N1CCc2ccccc2C1)C(=O)OC(C)(C)C	-3	x	x	x	x	x	1	24	-4
CC(C)CNS(=O)(=O)c1ccc(OCC(=O)Nc2ccc(F)cc2F)cc1	-5	7	-7	0	-1	2	0	13	1
Cc1nc2c3ccccc3nc(NNC(=O)CCC(=O)NC3CCCC3)n2n1	-1	-3	14	2	1	-1	0	-1	-4
Cc1cc(C)cc(N(C(=O)c2sc(C)nc2C)C(C(=O)NC(C)(C)C)c2ccncc2)c1 (centres undefined)	-1	-4	-14	-2	0	3	-4	-5	1
Cc1cc(CNC(=O)c2cc(COc3c(F)cccc3F)on2)nn1C	2	3	-19	-1	-6	0	0	1	-43
COC(=O)C1=C(C(=O)OC)[C@@H]2N(C)c3ccc(OC)cc3[C@@]23C[C@@H](C(=O)OC)N(C(=O)c2ccc(Br)cc2)C3=N1	1	x	x	x	x	x	-1	19	9
O=C(CSc1ccc(Cl)cc1)N1CCN(c2ccc([N+](=O)[O-])cc2Cl)CC1	1	-7	15	-4	-6	1	1	1	-7
CC(C)N1C(=O)CN(C2CCCCCC2)C(=O)C1c1ccccc1F (centres undefined)	-8	-4	-22	7	2	-1	-2	0	11
C#CCNC(=O)C1=C[C@@H](c2coc3ccccc3c2=O)C[C@@H](OCCCCO)O1	0	-7	-7	4	-3	5	0	-3	x
CCSc1nnc(Nc2ccc(C)cc2)s1	-9	-2	29	0	-5	2	x	1	0
O=C(COC(=O)CNC(=O)c1ccc(Cl)cc1)Nc1ccc(Cl)cc1C(F)(F)F	0	-11	3	-1	1	-2	0	1	-3
O=C(COc1ccccc1)Nc1ccncc1	2	5	5	4	-8	5	1	19	-4
COc1cc(C(=O)O)cc(NC(=O)c2ccco2)c1OC	0	-4	1	6	-8	x	0	5	-8
CCOC(=O)N1CCN(CCC(=O)Nc2ccc(C)cc2)CC1	1	2	7	-1	6	1	3	-1	-28
O=C(c1ccc(Cl)cc1)N1CCCOC1	-2	-5	7	1	-2	-1	0	1	-15
Cc1ccc(-c2cc(C(=O)N/N=C/C=C/c3ccccc3)n[nH]2)s1	6	-9	-28	1	-17	2	0	2	-10
O=C(c1ccc(F)cc1)N1CCCC(C(=O)N2CCN(c3ccccc3)CC2)C1 (centres undefined)	2	-3	1	4	0	x	0	25	1
COCCNC(=S)N1CCN(S(C)(=O)=O)CC1	-4	-2	13	-3	-3	1	-2	11	-6
COC(=O)CCSc1cc([N+](=O)[O-])cc2c1c(C1OCCS1)nn2-c1ccccc1 (centres undefined)	-78	-3	3	-1	-11	9	-23	0	-1
O=C1COc2ccc(C(=O)c3ccccc3C(=O)NCc3ccco3)cc2N1	-1	1	-5	-1	7	3	2	1	-13
COc1ccccc1-n1c(=S)[nH]c2c(sc(=S)n2-c2ccccc2C)c1=O	2	-9	-8	0	-2	8	6	-18	-18
Cc1nnc(SC(C)C(=O)Nc2ccc3c(c2)OCCO3)s1 (centres undefined)	-41	-5	-8	7	-10	9	2	0	-15
CCOC(=O)CNS(=O)(=O)c1cc(-c2n[nH]c(=O)c3ccccc23)ccc1C	3	2	18	2	5	-1	-2	9	-17
Cc1ccc(S(=O)(=O)n2cnc3cc([N+](=O)[O-])ccc32)c(C)c1	1	1	-9	5	7	-4	-2	3	-1
O=C(NCc1ccccc1C(F)(F)F)C1CC(c2cc(C(F)(F)F)cc(C(F)(F)F)c2)=NO1 (centres undefined)	-6	x	x	x	x	x	-3	21	9
C[C@]1(C(=O)NCc2cc(F)cc(C(F)(F)F)c2)C=C[C@@H](Cc2ccccc2)N1C(=O)c1ccccc1	-10	-8	-1	4	15	-6	-11	-4	x
Cc1ccccc1OCC(=O)N/N=C/c1ccco1	-5	-9	3	4	-9	2	-1	0	-20
CCCC[n+]1c(C)sc2cc(OC)ccc21	-3	-6	7	-2	12	-1	-10	15	-10
Cc1ccccc1C(=O)N/N=C/c1ccc(Sc2ccccn2)o1	42	-4	-2	3	1	6	15	9	-3
CCCOc1ccc(NCC(=O)Nc2ccc(C)cc2C)cc1	0	-1	-35	3	-3	0	-2	-12	3
CCOC(=O)C1(Cc2cccc(F)c2)CCN(C(=O)C2CCC2)CC1	0	-6	-1	-8	-22	3	-2	23	-4
Cc1cc(-c2[nH]nc3c2C(c2ccsc2)C(C#N)=C(N)O3)c(C)s1 (centres undefined)	-4	-8	-61	1	-7	154*	3	10	-9
O=C(O)CC/C(=C\c1ccccc1[N+](=O)[O-])c1nc2ccccc2s1	0	-1	-7	5	-1	12	0	26	-7
O/N=C(/Cc1ccccn1)c1ccccc1	-6	-8	11	4	25	2	1	6	-13
CCOc1ccccc1-c1cc(-c2ccccc2)nc2c1c(=O)n(C)c(=O)n2C	-3	-9	-8	-1	3	-2	1	2	-6
COc1ccc(NC(=O)c2nc(C)c(C3(C)CC(c4cccnc4)=NO3)s2)cc1 (centres undefined)	1	x	x	x	x	x	-2	26	11
Continued.
SMILES	Runt-SMMHC FRET	RBBP9 inhibitor	NPY-Y1 PAM-ag	p97 ATPase inh	NPY2 pot ag	NPY Y1 blocker	Runt-CBFb FRET	Hck Nef HTS	Mdm2 ligase inh
CCCCC1=CC2=C(c3ccco3)C(=O)C(C)(OC(=O)c3ccc(OC)cc3)C(=O)C2=CN1CCN1CCOCC1 (centres undefined)	-8	x	x	x	x	x	-32	27	12
O=C(Cn1cnc2ccccc2c1=O)c1ccc2ccccc2c1	-4	3	-7	-2	-13	-1	0	1	-6
O=C(C[n+]1ccccc1)Nc1ccccc1C(=O)O	-1	-7	15	5	4	6	1	31	-12
COc1ccccc1N1CCN(C(=O)c2cc(C)oc2C)CC1	-4	-1	2	-3	-10	-1	-1	14	-3
COCCN1C(=O)Cc2c1nc(N)c1c(N)nc(N3CCN(c4ccc(F)cc4)CC3)c(C#N)c21	-9	-1	7	12	18	4	-14	31	-8
